rCAG RNA binder: binders of r(CAG) RNA repeats, primary screen, biochemical, fluorescence; r(CAG) RNA repeat, TO-PRO-1 dye displacement fluorescence; inhibition, % at 3 µM; actives 1.3% (n = 370,000); AID 651821, 2012;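 active means inhibition above the plate cutoff, the mean of all test compounds on that plate plus 3 SD, cut at about 35% in these data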;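 further: 0% = DMSO alone and 100% = 100 µM mitoxantrone as full dye displacement; higher means more dye released from RNA so lower well fluorescence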
TDP2 inh: human TDP2 enzyme inhibitors, primary screen, biochemical, epi absorbance, recombinant enzyme; T5PNP hydrolysis, p-nitrophenol absorbance 415 nm; inhibition, % at 12.8 µM; actives 0.34% (n = 370,000); AID 720702, 2013;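 active means inhibition above the mean of all tested compounds plus 3 SD, set per campaign, cut at about 25% in these data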;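 further: 0% = DMSO with enzyme and 100% = buffer with substrate but no TDP2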
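Test system: human TDP2 enzyme; Input: 120 nM TDP2 per well; Buffer or medium: Mg2+-containing Tris-HCl buffer, pH 7.5; Reagent: 5 mM T5PNP; Dosing: 12.8 µM single point, 1% DMSO; Incubation: reaction 2 h, 37 °C; Detection: p-Nitrophenol epi absorbance; Read-out: % inhibition relative to enzyme-containing and enzyme-free wells; Replicates: single well per compound.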
HTRA1 inh: HTRA1 serine protease inhibitors, primary screen, biochemical, fluorescence polarization, HTS; Q92743; recombinant HTRA1, FP-rhodamine activity-based probe; inhibition, % at 5.96 µM; actives 0.5% (n = 340,000); in the data active means inhibition above about 36%;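 further: 0% = enzyme with DMSO and 100% = wells lacking enzyme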
Target sequence (Q92743 whole entry, looked up): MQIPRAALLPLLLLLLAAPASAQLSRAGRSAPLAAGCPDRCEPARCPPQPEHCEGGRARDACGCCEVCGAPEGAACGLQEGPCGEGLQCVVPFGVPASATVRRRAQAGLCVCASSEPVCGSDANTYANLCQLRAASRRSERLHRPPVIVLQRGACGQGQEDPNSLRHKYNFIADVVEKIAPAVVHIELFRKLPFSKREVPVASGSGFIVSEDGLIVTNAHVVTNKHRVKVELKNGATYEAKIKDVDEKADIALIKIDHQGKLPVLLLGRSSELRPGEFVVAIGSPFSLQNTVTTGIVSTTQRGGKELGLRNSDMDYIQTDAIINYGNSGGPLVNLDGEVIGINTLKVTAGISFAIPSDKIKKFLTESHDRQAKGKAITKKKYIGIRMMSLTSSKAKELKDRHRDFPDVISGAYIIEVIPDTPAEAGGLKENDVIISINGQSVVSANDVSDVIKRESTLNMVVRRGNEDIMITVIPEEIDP
TCR CD3 inh: inhibitors of human TCR-CD3 interaction, primary screen, biochemical, fluorescence, TAMRA-labeled TCR probe | T-cell receptor (TCR) | inhibition, % at 9.4 µM | actives 0.37% (n = 360,000) | AID 651800, 2012; in the data active means inhibition above about 19%;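 further: recombinant mutant TCR 2C K166C tagged with TAMRA read by polarization; 0% = receptor in buffer alone and 100% = receptor with positive control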
mABHD4 FP: ABHD4 inhibitors, primary screen, biochemical, fluorescence polarization, mouse. (Lyso)-N-acylphosphatidylethanolamine lipase (Mus musculus), Q8VD66. inhibition, % at 8.92 µM. actives 0.54% (n = 370,000). purified mABHD4, FP-Rh probe fluorescence polarization;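 active means inhibition exceeding the mean over every tested compound plus 3 SD, cut at about 30% in these data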;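 further: 0% = plate median of compound wells and 100% = S159A mutant with DMSO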
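Assay system: wild-type mouse ABHD4 protein; compound: single nominal dose of 8.92 µM, 0.89% DMSO final; schedule: 45 min + 60 min at 25 °C; measured by: FP readout, ex 525 nm / em 598 nm; evaluation: % inhibition of FP-Rh probe binding versus controls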
MBD2 inh: inhibitors of MBD2 binding to methylated DNA, primary screen, biochemical, TR-FRET, DNA-binding domain, human; MBD2 binding to methylated oligonucleotide; inhibition, % at 4.4 µM; actives 0.31% (n = 370,000); AID 686964, 2013; in the data active means inhibition above about 13%
NPR2 activator: human GC-B receptor activators, primary screen, HEK293 GC-B cells, cGMP TR-FRET, EC30 CNP; Atrial natriuretic peptide receptor 2 (Homo sapiens), P20594; 0% at EC30 CNP, 100% saturating CNP; activation, % at 10 µM; actives 0.11% (n = 370,000);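 active means activation at 10 µM reaching about 35% in either raw or pattern-adjusted values, limit read from the data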
LEDGF integ inh: blockers of LEDGF/p75-dependent integrase strand transfer – biochemical, TR-FRET, high throughput, primary screen. HIV-1 integrase (with human LEDGF/p75). TR-FRET IN-LEDGF/p75 DNA integration, Eu/Cy5. inhibition, % at 3.7 µM. actives 0.64% (n = 370,000);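 active means inhibition above the screen-wide mean plus 3 SD, cut at about 13% in these data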;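 further: signal is the Cy5 over europium emission ratio at 671 and 618 nm; 0% = plate median of compound wells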
SIAE inh: human SIAE inhibitors, primary screen, biochemical, fluorescence polarization, FP-Rh probe, 1536-well HTS. SIAE FP-Rh probe binding. inhibition, % at 9.66 µM. Sialate O-acetylesterase (Homo sapiens), Q9HAT2. actives 0.69% (n = 370,000);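 active means inhibition above a cutoff: mean of compounds within the control limits plus 3 SD of those, cut at about 17% in these data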;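 further: 0% = plate median of compound wells and 100% = probe without SIAE protein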
Target sequence (Q9HAT2 whole entry, looked up): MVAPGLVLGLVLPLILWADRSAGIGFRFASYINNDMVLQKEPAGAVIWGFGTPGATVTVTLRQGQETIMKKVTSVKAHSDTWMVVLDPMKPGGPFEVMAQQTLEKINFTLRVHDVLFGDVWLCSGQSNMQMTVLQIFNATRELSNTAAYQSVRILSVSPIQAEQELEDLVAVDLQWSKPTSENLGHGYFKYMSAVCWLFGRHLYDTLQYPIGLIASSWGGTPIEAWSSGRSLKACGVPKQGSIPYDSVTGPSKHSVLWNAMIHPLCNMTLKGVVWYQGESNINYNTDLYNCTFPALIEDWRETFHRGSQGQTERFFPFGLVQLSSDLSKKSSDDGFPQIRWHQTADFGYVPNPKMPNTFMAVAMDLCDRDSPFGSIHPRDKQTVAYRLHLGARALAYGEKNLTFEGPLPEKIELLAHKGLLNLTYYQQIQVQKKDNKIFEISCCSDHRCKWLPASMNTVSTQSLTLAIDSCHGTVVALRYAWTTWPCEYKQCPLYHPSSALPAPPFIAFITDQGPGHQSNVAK
PRMT1 FP inh: PRMT1 methyltransferase inhibitors, primary screen, biochemical, fluorescence polarization; Protein arginine N-methyltransferase 1 (Homo sapiens), Q99873; recombinant PRMT1, activity-based probe fluorescence polarization; AID 652257, 2013; actives 1.3% (n = 370,000); inhibition, % at 2.79 µM;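 active means inhibition above about 21% made by adding two undisclosed values, limit read from the data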
Numbers without * were called inactive; / = no result given; & = joins results of further samples.

Sequence of screens: rCAG RNA binder, TDP2 inh, HTRA1 inh, TCR CD3 inh, mABHD4 FP, MBD2 inh, NPR2 activator, LEDGF integ inh, SIAE inh, PRMT1 FP inh
> COc1ccc(CC(=O)Nc2ccc(C#N)c(Cl)c2)cc1S(=O)(=O)N1CCOCC1
 : 8, 1, -5, 17, -3, 0, -6, 2, -12, 2
> CCC(=O)OC(Cc1ccccc1)(c1ccccc1)C(C)CN(C)C (stereo not drawn)
 : -1, 12, 6, 1, 1, 0, -15, -1, -6, 1
> BrCC1C[n+]2c(SCc3ccccc3)nc3sc4c(c3c2O1)CCCC4 (stereo not drawn)
 : 3, 5, -4, -1, -2, 0, -8, 5, 9, 1
> Cc1ccc(N2C(=O)NC(=O)/C(=C\C=C\c3ccco3)C2=O)cc1
 : 28, -7, 8, -4, -2, 2, 3, 41*, -11, 20
> Cc1ccc(N2C(=O)NC(=O)/C(=C/c3ccoc3)C2=O)cc1
 : 24, 13, 1, 17, -10, 33*, 4, 30*, -14, 4
> COC(=O)C1C(OC(=O)c2ccccc2)CC2CCC1N2C (stereo not drawn)
 : 2&-1, 2&10, -12&-6, 1&5, 4&-2, 2&2, -6&2, -1&-2, -3&9, -1&-2
> CCCCn1c(O)c(C(=O)/C=C/c2ccc3c(c2)OCO3)c(=O)[nH]c1=O
 : 0, -6, -7, -4, 1, -5, -2, -6, 4, 8
> Cc1ccc2c(c1)CC1(CN2C)C(=O)NC(=O)N(c2cc(C)ccc2C)C1=O (stereo not drawn)
 : 10, -2, 0, 5, 4, -5, -5, -4, 7, 0
> CC(O)C1C=CC=CC(=O)OC2CC3OC4C5OC5(C)CCC4(COC(=O)C4OC4(C)C(O)CO1)C2(C)C31CO1 (stereo not drawn)
 : 8, 5, -1, 3, 3, -1, 2, 2, 5, 0
> Cn1c2ccccc2c2c(C(=O)N3CCC4(CC3)OCCO4)cn(C3CCCCC3)c(=O)c21
 : -6, 0, -5, -3, -12, 0, 1, 0, -2, 1

Following part.
Sequence of screens: rCAG RNA binder, TDP2 inh, HTRA1 inh, TCR CD3 inh, mABHD4 FP, MBD2 inh, NPR2 activator, LEDGF integ inh, SIAE inh, PRMT1 FP inh
> CCOc1ccc(C2CC(c3c(O)n(C)c(=O)n(C)c3=O)=NN2)cc1 (stereo not drawn)
 : 19, -16, -1, -12, -1, 3, -6, 1, 5, 0
> CN1CCC(OC(=O)C2c3ccccc3Oc3ccccc32)CC1
 : -1, -6, 6, -3, -5, -2, -12, 4, 3, 2
> Cc1ccccc1N1C(=O)CC(=O)NC1=O
 : 6, 6, 8, -1, -2, 5, 3, -1, -7, 7
> CC(=O)Nc1cc(C(=O)N2CCC3(CC2)OCCO3)ccc1S(=O)(=O)c1ccc(Cl)cc1
 : 1, -6, -3, 6, -3, 0, 6, 0, 2, -2
> CP(=O)(Nc1ccccc1)C(Cl)(Cl)Cl (stereo not drawn)
 : -2, 8, 6, -6, 3, 7, 1, 2, -6, 4
> Cc1nn(CCC#N)c2c1P(=S)(N1CCCC1)OC(c1ccc(F)cc1)=N2 (stereo not drawn)
 : 1, 9, 4, 7, 7, -6, 2, 2, 6, 77*
> CN1C(=O)c2ccccc2NC(=O)[C@]12O[C@@H]2c1ccccc1
 : 2, 9, 1, 0, 0, -5, -9, 5, 9, 2
> Cc1cc(O)c2c(c1)C(=O)[C@@]13C(=C2O)C(=O)[C@H]2C(O)[C@@H]1[C@H]1C(O)[C@@H]3C(=O)C3=C(O)c4c(O)cc(C)cc4C(=O)[C@@]312 (stereo partly drawn)
 : 1, -2, /, /, 13, 5, -2, 8, 0, -5
> Cc1cccc(OP(=O)(Nc2cccnc2)Oc2cccc(C)c2)c1
 : -7, -3, -44, 2, -1, 4, -11, -4, -1, -3
> C(#CCN1CCCCC1)COCc1ccccc1
 : -5, 4, 9, 7, -6, -1, 9, 1, 21*, 0

Three records picked at random from the list so far:
Sequence of screens: rCAG RNA binder, TDP2 inh, HTRA1 inh, TCR CD3 inh, mABHD4 FP, MBD2 inh, NPR2 activator, LEDGF integ inh, SIAE inh, PRMT1 FP inh
> Cc1cc(O)c2c(c1)C(=O)[C@@]13C(=C2O)C(=O)[C@H]2C(O)[C@@H]1[C@H]1C(O)[C@@H]3C(=O)C3=C(O)c4c(O)cc(C)cc4C(=O)[C@@]312 (stereo partly drawn)
 : 1, -2, /, /, 13, 5, -2, 8, 0, -5
> CN1C(=O)c2ccccc2NC(=O)[C@]12O[C@@H]2c1ccccc1
 : 2, 9, 1, 0, 0, -5, -9, 5, 9, 2
> CN1CCC(OC(=O)C2c3ccccc3Oc3ccccc32)CC1
 : -1, -6, 6, -3, -5, -2, -12, 4, 3, 2

Following part:
Sequence of screens: rCAG RNA binder, TDP2 inh, HTRA1 inh, TCR CD3 inh, mABHD4 FP, MBD2 inh, NPR2 activator, LEDGF integ inh, SIAE inh, PRMT1 FP inh
> Cc1ccc(S(=O)(=O)N2Cc3cnnn3-c3ccccc3C2C#N)cc1 (stereo not drawn)
 : 2, 1, 9, 3, -1, 4, 1, 3, -1, 9
> COc1ccc(-n2nnnc2C(CCc2ccccc2)N2CCC3(CC2)C(=O)NCN3c2ccccc2)cc1 (stereo not drawn)
 : 12, -5, /, 3, -12, -4, -5, -1, -2, -3
> CC(=O)C1C2c3ccccc3O[C@@]1(C)N=c1s/c(=C/c3ccoc3)c(=O)n12 (stereo partly drawn)
 : 5, -3, -6, 4, 1, -5, 3, 7, 4, 3
> CCCN1CCC[C@@H]2Cc3[nH]ncc3C[C@H]21
 : 2, -5, -1, -6, -1, -1, 2, 0, 3, -5
> CCC(=NCC1CCCO1)c1c(O)n(-c2ccccc2C)c(=O)[nH]c1=O (stereo not drawn)
 : -3, 3, 6, -9, 3, 5, 10, -1, -4, 6
> O=P(/C(=N/O)N1CCOCC1)(N1CCOCC1)N1CCOCC1
 : 2, 3, 4, 4, -2, -1, 4, -3, -2, -2
> O=C1NC(=S)NC(=O)C1=Cc1c(Cl)cccc1Cl
 : 3, -6, 3, 1, 3, -9, 6, -3, 1, 1
> O=C(Cc1c(-c2ccccc2)nc2ccc(Br)cn12)N1CCCC1
 : 4, 4, /, -3, 2, 6, -1, 2, -1, 0
> CCOCCCN=Cc1c(O)n(Cc2ccccc2)c(=O)[nH]c1=O
 : 2, -18, 0, -7, -19, 6, 0, -3, 3, 6
> O=C1NC(c2cccnc2)Nc2sc3c(c21)CCCC3 (stereo not drawn)
 : 14, 5, -5, 0, 8, 0, -8, 1, -3, 0

New compounds follow
Sequence of screens: rCAG RNA binder, TDP2 inh, HTRA1 inh, TCR CD3 inh, mABHD4 FP, MBD2 inh, NPR2 activator, LEDGF integ inh, SIAE inh, PRMT1 FP inh
> O=C1NC(=O)N(c2ccccc2)C(=O)/C1=C/c1ccoc1
 : -8, 8, -2, 24*, 10, 8, 1, 9, -7, 4
> CN1CCC(OC(=O)Cc2ccccc2)CC1
 : 0, 7, 7, 8, 0, 1, 0, -3, 6, -1
> O=C(N/N=C/c1c(O)n(Cc2ccc(F)cc2)c(=O)[nH]c1=O)c1ccccc1
 : 19, -9, 10, 11, 10, -3, 0, 0, -3, 2
> C/C(=N\N1CCN(C)CC1)c1c(O)[nH]c(=O)[nH]c1=O
 : 0, -2, -1, 2, 11, -2, 3, -1, 8, 3
> CC12CN3CN(C1)CC(c1ccccc1)(C3)C2=O
 : 2, 3, 1, -2, 2, 2, -1, -2, -2, 1
> CCOC(=O)c1ccc(N=C(c2ccccc2)c2c(O)n(C)c(=O)n(C)c2=O)cc1
 : 16, 8, 1, 12, 0, -6, 2, 3, 3, 0
> CC(=NCc1ccco1)c1c(O)n(Cc2ccccc2)c(=O)[nH]c1=O
 : 1, 2, -5, 5, 2, 0, 4, 1, 12, 3
> Cc1ccc(N2CCNCC2C)cc1 (stereo not drawn)
 : 2, 15, 6, 0, -8, -5, 0, 2, -2, -3
> CC12CCC(=O)C=C1CCC1C2CCC2(C)C(O)(C(=O)CO)CCC12O (stereo not drawn)
 : 0, 9, 2, 5, 1, 2, 0, 0, -1, 1
> CC12CCC(=O)C=C1CCC1C2C(O)CC2(C)C(O)CCC12 (stereo not drawn)
 : 0, 9, -2, 1, -2, 2, -3, -1, 4, -3

Carrying on.
Sequence of screens: rCAG RNA binder, TDP2 inh, HTRA1 inh, TCR CD3 inh, mABHD4 FP, MBD2 inh, NPR2 activator, LEDGF integ inh, SIAE inh, PRMT1 FP inh
> O=C(CN1CCCCC1)c1ccccc1Cl
 : 1, 0, 7, 2, 1, -5, 8, 2, 4, 0
> C[n+]1c2ccccc2nc2ccc(NCCO)cc21
 : 3, 19, 86*, 196*, 97*, 3, -68, 6, 60*, 11
> O=[N+]([O-])c1cccnc1N1CCCNCC1
 : 0, 0, 2, -2, 2, -5, 2, -2, 2, 0
> CCc1cccc(CC)c1N(COC)C(=O)CCl
 : 0, 5, -4, 0, -2, 5, 4, 0, 2, -2
> O=C(CCNS(=O)(=O)c1ccccc1)Nc1ccc(Cl)cc1C(=O)c1ccccc1
 : -3, -10, -7, -7, -16, 11, -5, -4, -7, 3
> CCCCC(CC)COCCCN=Cc1c(O)[nH]c(=S)[nH]c1=O (stereo not drawn)
 : -5, 7, /, -13, -9, 4, -10, 1, -12, 2
> O=C(O)COc1ccccc1/C=C1\C(=O)NC(=O)N(CCC2=CCCCC2)C1=O
 : 17, -6, 0, -5, 4, 1, 2, -3, 6, 22*
> CC(C)NP(=O)(NC(C)C)OP(=O)(NC(C)C)NC(C)C
 : 1, 3, -1, 8, -1, 0, 5, -1, -10, 0
> CN1CCN(C(=O)Cc2nc3ccccc3[nH]2)CC1
 : 4, -26, -1, 5, -7, -1, -5, 3, -13, 2
> CN1C(=O)N(C)C(=O)C(CCc2ccncc2)(CCc2ccncc2)C1=O
 : -1, -3, 12, -3, -3, -2, 1, -6, -4, 2

Remaining list, next part:
Sequence of screens: rCAG RNA binder, TDP2 inh, HTRA1 inh, TCR CD3 inh, mABHD4 FP, MBD2 inh, NPR2 activator, LEDGF integ inh, SIAE inh, PRMT1 FP inh
> O=C(NC12CC3CC(CC(C3)C1)C2)OC1CN2CCC1CC2 (stereo not drawn)
 : -2, -8, /, 4, -12, 0, 2, 6, 2, -3
> Cc1sc2ncn(CC(=O)N3CCC4(CC3)OCCO4)c(=O)c2c1C
 : 0, 3, 3, -2, 0, -1, -11, 5, -1, 1
> Cc1csc(=N)n1Cc1ccccc1
 : 0, 10, 0, -1, 1, -2, 1, 3, 1, -4
> CN1Cc2ccccc2-n2nncc2C1
 : -2, 2, 6, 1, -4, -2, -1, -1, -7, 1

Screens from PubChem.

A portion of the library; rates above refer to the full screens.
